SENP7 inh = SENP7 protease inhibitors, primary screen, biochemical, luminescence, uHTS. Sentrin-specific protease 7 (Homo sapiens), Q9BQF6. recombinant SENP7, Z-RLRGG-aminoluciferin luminescence, 40 min. inhibition, % at 5 µM. 330,000 compounds, 1.5% hits. AID 434973, 2010;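 active = inhibition above about 50% at the single test dose, limit read from the data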;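 note: plate controls were DMSO with enzyme for no effect and no enzyme buffer wells for full effect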
Target sequence (Q9BQF6 706-1050 limits assumed): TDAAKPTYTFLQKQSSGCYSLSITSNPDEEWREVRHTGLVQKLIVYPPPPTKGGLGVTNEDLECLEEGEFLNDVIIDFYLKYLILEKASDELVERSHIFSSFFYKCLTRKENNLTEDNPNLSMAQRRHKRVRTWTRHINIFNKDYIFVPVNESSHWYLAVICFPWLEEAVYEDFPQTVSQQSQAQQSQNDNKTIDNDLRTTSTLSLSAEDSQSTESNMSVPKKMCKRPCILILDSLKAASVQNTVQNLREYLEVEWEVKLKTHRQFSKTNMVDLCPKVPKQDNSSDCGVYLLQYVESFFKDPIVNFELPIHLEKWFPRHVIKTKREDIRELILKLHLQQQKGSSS
PfG6PD inh = PfG6PD enzyme inhibitors, primary screen, biochemical, fluorescence intensity, uHTS; glucose-6-phosphate dehydrogenase-6-phosphogluconolactonase (Plasmodium falciparum 3D7); PfGluPho enzyme, NADPH resazurin-diaphorase fluorescence; inhibition, % at 20 µM; 350,000 compounds, 0.78% hits; AID 504690, 2011;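 active = inhibition reaching at least a set limit at 20 µM in the primary screen, cut at about 59% in these data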;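 note: 0% = DMSO wells with substrate and 100% = DMSO wells lacking glucose-6-phosphate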
SENP6 block = SENP6 protease inhibitors, primary screen, biochemical, luminescence, uHTS. Recombinant SENP6 catalytic domain, aminoluciferin luminescence. inhibition, % at 10 µM. Sentrin-specific protease 6 (Homo sapiens), Q9GZR1. AID 2599, 2010. 330,000 compounds, 1.8% hits;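 active = inhibition above about 50% at the single tested dose, limit read from the data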;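 note: plate controls were DMSO wells with enzyme for no effect and DMSO wells lacking enzyme for full effect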
SENP8 block = human SENP8 protease inhibitors, primary screen, biochemical, fluorescence, Nedd8 protein substrate, uHTS | Sentrin-specific protease 8 (Homo sapiens), Q96LD8 | recombinant SENP8 | inhibition, % at 20 µM | 360,000 compounds, 0.64% hits | AID 602440, 2012; in the data active = inhibition mostly above about 40%, no sharp cut-off; inactive = mostly below about 27%
Target sequence (Q96LD8 whole entry, looked up): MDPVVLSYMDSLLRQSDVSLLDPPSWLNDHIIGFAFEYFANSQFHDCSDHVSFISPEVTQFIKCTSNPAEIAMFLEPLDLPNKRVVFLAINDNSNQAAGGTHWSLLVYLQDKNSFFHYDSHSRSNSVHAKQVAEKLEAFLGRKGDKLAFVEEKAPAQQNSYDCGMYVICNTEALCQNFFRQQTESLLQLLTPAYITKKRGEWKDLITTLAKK
ATG4B inh = ATG4B protease inhibitors, primary screen, biochemical, fluorescence, uHTS; Cysteine protease ATG4B (Homo sapiens), Q9Y4P1; ATG4B cleavage of LC3-PLA2, NBD-HPC fluorescence, 1 h; inhibition, % at 8.33 µM; 340,000 compounds, 0.51% hits; AID 504462, 2011; in the data active = inhibition above about 40%
Target sequence (Q9Y4P1 whole entry, looked up): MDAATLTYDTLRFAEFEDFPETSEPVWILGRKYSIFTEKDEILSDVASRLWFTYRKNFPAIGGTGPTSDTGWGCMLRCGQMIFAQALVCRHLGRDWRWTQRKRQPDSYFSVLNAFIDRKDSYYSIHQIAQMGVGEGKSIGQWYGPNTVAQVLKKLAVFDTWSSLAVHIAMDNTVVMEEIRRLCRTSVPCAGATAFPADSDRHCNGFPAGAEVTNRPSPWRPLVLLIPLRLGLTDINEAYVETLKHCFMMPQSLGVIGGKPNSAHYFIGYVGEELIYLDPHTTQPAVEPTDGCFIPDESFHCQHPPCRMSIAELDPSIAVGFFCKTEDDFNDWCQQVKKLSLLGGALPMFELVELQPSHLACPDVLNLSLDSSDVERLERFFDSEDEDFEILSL
MPTP block = mitochondrial permeability transition pore inhibitors, primary screen, biochemical, isolated mouse mitochondria, absorbance | Ca2+ swelling absorbance, 30 min | inhibition, % at 10 µM | 360,000 compounds, 1.4% hits | AID 602449, 2012;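 active = inhibition of 50% or more, scaled per plate between neutral and stimulator controls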;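 note: 0% = DMSO wells given calcium and 100% = 1 mM EGTA wells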
HKDC1 inhibitor = HKDC1 hexokinase inhibitors, primary screen, biochemical, fluorescence, uHTS; recombinant HKDC1, G6PDH/diaphorase resazurin coupled fluorescence; Q2TB90; inhibition, % at 20 µM; AID 493160, 2011; 340,000 compounds, 0.16% hits;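 active = inhibition above about 35% when tested at 20 µM, limit read from the data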;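 note: plate controls were DMSO wells with enzyme for no effect and DMSO wells lacking enzyme for full effect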
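Assay system: in-house recombinant HK5 (HKDC1) enzyme. Input: HKDC1 at 5 µg/mL. Medium: Tris pH 8.0 buffer with MgCl2, Tween-20, BSA, BME. Dosing: single 20 µM dose. Schedule: 90 min reaction incubation at room temperature, dark. Signal: resazurin-to-resorufin fluorescence via G6PDH and diaphorase coupling, 525/613 nm. Controls: DMSO-enzyme wells negative, buffer-substituted wells positive.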
GRIN3A LBD mod = binders of NR3A ligand-binding domain, primary screen, biophysical, differential scanning fluorimetry, uHTS | AID 1259313, 2017 | Glutamate receptor ionotropic, NMDA 3A (GRIN3A) ligand-binding domain | 340,000 compounds, 2.5% hits | Tm shift relative to glycine control, % at 25 µM | NR3A LBD differential scanning fluorimetry, Tm shift; 0% = protein alone, 100% = glycine-bound protein;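 active = melting temperature shift of at least 10% of the positive control shift, at one fixed dose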
Starred values were filed as active, the others as inactive; · = no result given. Random draw from the library (roughly 6.9% active in at least one column).

smiles	SENP7 inh	PfG6PD inh	SENP6 block	SENP8 block	ATG4B inh	MPTP block	HKDC1 inhibitor	GRIN3A LBD mod
CC(OC(=O)CN1C(=O)COc2ccccc21)C(=O)NCc1ccc(F)cc1 (stereo unspecified)	8	-21	-4	15	5	0.3	3	-2
CCn1c(SCC(=O)NC2CCCC2)nnc1-c1ccccn1	0	11	-7	-4	-2	-0.9	-3	1
CC(=O)N(c1ccc(N(C(C)=O)S(=O)(=O)c2cccs2)cc1)S(=O)(=O)c1cccs1	-4	-10	-16	12	-3	1.8	-13	1
CCOC(=O)Cc1nc2cc(Cl)ccc2o1	-7	0	-35	-3	-5	-0.6	0	-1
CS(=O)(=O)N1CCC(C(=O)NCc2ccc(F)cc2)CC1	7	-5	0	3	-2	-1.8	-11	-2
O=C(Cc1c[nH]c2ccccc12)NCc1ccccc1F	-2	0	-3	5	-9	0.7	-9	0
CS(=O)(=O)N(CC(=O)N1CCCC1)c1ccc(Cl)cc1	2	-20	-2	19	4	-0.1	-4	2
CC(=O)/C(C(=N)N1CCN(C(c2ccccc2)c2ccccc2)CC1)=C(\C)O	-6	-8	-29	7	-8	-4.6	0	2

2 of these compounds, reformatted:
canonical_smiles: CC(=O)N(c1ccc(N(C(C)=O)S(=O)(=O)c2cccs2)cc1)S(=O)(=O)c1cccs1
  SENP7 inh: -4
  PfG6PD inh: -10
  SENP6 block: -16
  SENP8 block: 12
  ATG4B inh: -3
  MPTP block: 1.8
  HKDC1 inhibitor: -13
  GRIN3A LBD mod: 1
canonical_smiles: CS(=O)(=O)N1CCC(C(=O)NCc2ccc(F)cc2)CC1
  SENP7 inh: 7
  PfG6PD inh: -5
  SENP6 block: 0
  SENP8 block: 3
  ATG4B inh: -2
  MPTP block: -1.8
  HKDC1 inhibitor: -11
  GRIN3A LBD mod: -2

(continued)
smiles	SENP7 inh	PfG6PD inh	SENP6 block	SENP8 block	ATG4B inh	MPTP block	HKDC1 inhibitor	GRIN3A LBD mod
CCn1c(SCC(N)=O)nnc1-c1ccc2[nH]c(C)c(C)c2c1	-1	4	6	-16	-9	-0.3	-2	-3
CC1CCN(c2nc(CN3CCCCC3)nc3scc(-c4ccccc4)c23)CC1	-1	4	-8	5	2	3.5	0	0
Cc1nc(N)nc2c1CCCC2	-3	-5	-3	24	-4	11	-7	-1
O=C(CSc1nc(COc2ccccc2)nc2ccccc12)NC1CCCC1	3	-17	-1	14	2	-1.8	-5	-3
Cc1ccc(S(=O)(=O)CC(=O)N(CCCN2CCOCC2)c2nc3c(F)cccc3s2)cc1	-1	9	-9	7	-19	-3.8	-1	3
Cc1nc2sc(-c3ccccc3)cc2c(=O)[nH]1	-6	9	86*	-64	3	-0.3	15	0
Cc1ccc(NC(=O)C2CC(=O)n3ncnc3N2)cc1 (stereo unspecified)	-4	-7	3	8	3	0.6	-2	0
COc1ccc(CN(C)C(=O)Cn2cc(C)c(=O)[nH]c2=O)cc1OC	·	-6	·	11	·	-1.2	2	0
NC(=O)c1ccc(NC(=O)COC(=O)C2(c3ccccc3F)CCCC2)cc1	-13	3	-13	8	-2	0.0	-5	-17
COc1cc([N+](=O)[O-])ccc1N=Nc1c(N)[nH]n(-c2ccccc2)c1=O	12	5	6	25	19	6.2	-7	-4
O=C1CCCCCC1C1(O)C(=O)Nc2ccc(Br)cc21 (stereo unspecified)	8	3	-8	0	-8	0.7	-3	1
O=C(O)c1cccc(CSc2nnc(-c3ccco3)o2)c1	2	-13	-9	6	-4	0.7	8	-1
COc1ccccc1-c1cc(C(F)(F)F)nc(S(=O)(=O)CCCC(=O)Nc2cccnc2Cl)n1	·	-1	·	-413	-3	-0.8	6	-2
Nc1nnc(CC(=O)N/N=C/c2cc([N+](=O)[O-])cc(Br)c2O)s1	-1	-8	-1	18	17	53*	-1	18*
O=C(Cc1ccc(Br)cc1)N1CCN(c2ccccc2)CC1	-2	9	-10	10	-17	-0.3	2	8
Cc1ccc(SCC(=O)NCCCN2CCOCC2)cc1	-2	0	-13	10	0	-2.2	-9	-1
N#C/C(=C\c1cn[nH]c1-c1ccccc1)C(=O)NC1CCCCCC1	5	14	1	21	-8	0.8	-8	-7
CC(C)NC(=S)NCc1cccs1	3	-5	-16	4	0	-1.4	-10	1
COc1ccc(C(CNC(=O)C(C)Oc2ccc(Br)cc2)N2CCOCC2)cc1 (stereo unspecified)	-2	1	5	8	-4	-1.9	-4	1
Cc1cc(C)nc(N2CCCC(C(=O)Nc3ccc(F)cc3)C2)n1 (stereo unspecified)	3	-6	9	-27	-9	-0.4	-5	-1
O=C(COC(=O)Cc1n[nH]c(=O)c2ccccc12)NNC(=O)c1ccc(Cl)cc1	3	-1	5	7	-15	-3.5	-2	2
COc1ccccc1NC(=S)N(Cc1ccc(C)cc1)Cc1ccccn1	4	11	-6	27	-12	-0.1	-1	0
COc1ccc(CCNC(=O)Cn2c(=O)n(-c3ccc(F)cc3)c(=O)c3sccc32)cc1OC	·	-2	·	15	-10	-0.4	-7	-5
Cc1ccc(Nc2ccc([N+](=O)[O-])cn2)cc1Cl	2	37	-13	6	-2	75*	2	14*
FC(F)Sc1ccc(-n2cc(-c3ccccc3)[n+]3c2CCC3)cc1	-4	-8	-6	14	10	-1.4	13	-2
CCCn1nc(NC(=O)c2ccco2)c2cc3ccccc3nc21	8	2	-3	-423	1	-2.2	-4	-2
CCOc1ccccc1NC(=O)CSc1nc(=O)n(Cc2ccncc2)c2c1CCC2	-2	-8	2	4	8	-0.9	0	-3
C[C@H](CO)N1C[C@H](C)[C@@H](CN(C)C(=O)Nc2ccc(C(F)(F)F)cc2)Oc2c(NC(=O)NC3CCCCC3)cccc2C1=O	-1	26	4	7	-19	-1.5	-1	1
N#C/C(=C\c1ccc(O)c(O)c1)C(=O)N1CCCC1	0	3	12	0	0	0.1	-3	-1
Cc1cccc(N2CCN(C(=O)CS(=O)(=O)Cc3nc(-c4ccccc4F)oc3C)CC2C)c1 (stereo unspecified)	-5	-5	-18	16	-10	-0.6	2	3
COc1cccc(NC(=O)CSc2nc3c(oc4ccccc43)c(=O)[nH]2)c1	-2	-22	5	16	0	-0.2	5	-9
O=C(NC1CCCCCC1)c1ccc2nc3cc(Cl)ccc3c(=O)n2c1	2	-9	12	-426	9	0.1	-2	0
Cc1ccc(S(=O)(=O)CCC(=O)OC(C)C(=O)c2c(C)[nH]c3ccccc23)cc1 (stereo unspecified)	-6	-25	-10	5	-1	12	5	-1
CCCN(CC1CC1)C(=O)Nc1ccccc1C	-3	14	2	15	-6	-1.7	-4	-2
COCCn1cnc2c1c(=O)n(CC(=O)Nc1cc(C)on1)c(=O)n2Cc1ccccc1	-2	1	3	20	-7	-0.3	-7	11*
Cc1ccc(C(=O)OCC(=O)Nc2ccc(C(N)=O)cc2)s1	-11	-6	-7	7	2	-2.8	-3	1
COc1ccc(CCNC(=O)C2CCCN(S(=O)(=O)c3cccc4nonc34)C2)cc1OC (stereo unspecified)	-7	-25	-20	26	-11	1.5	-1	-1
COc1ccc([C@H]2CC(=O)C=C(c3ccc(Br)c4ccccc34)C2)cc1	0	1	-9	14	-2	0.1	0	3
COc1ccccc1N1CCN(Cc2ccc(OC)c(OC)c2OC)CC1	1	-17	-4	12	-6	1.6	1	1
CC(C)Sc1n[nH]c(=O)n1-c1ccccc1	-1	7	-3	-6	-10	1.7	-1	0
O=C(COc1ccc(Br)cc1)N1CCc2ccccc2C1	8	4	3	12	10	0.4	5	0
CCOc1cc(NC(=O)c2cccs2)c(OCC)cc1NC(=O)CCC(=O)NCC1CCCO1 (stereo unspecified)	9	-10	12	2	4	-0.9	-7	1
COCc1cc(CN2CCCC(CNC(=O)c3ccc(F)cc3)C2)ccc1OC (stereo unspecified)	1	4	-9	3	6	-2.3	-11	-1
Cc1cccc2c1NC(=O)C21N2CCCC2C(C(=O)c2ccc3ccccc3c2)C12C(=O)Nc1ccccc12 (stereo unspecified)	3	21	5	·	-12	·	4	0
CC[n+]1ccc(C(=O)NCc2ccccc2)cc1	5	-6	-6	0	4	-0.9	0	-2
Clc1ccccc1OCc1nc(-c2ccncc2)no1	7	-17	-4	12	5	-1.8	1	1
CC(=O)OCC(OC(C)=O)C(OC(C)=O)C(OC(C)=O)C(=O)Nc1ccc(C)cc1 (stereo unspecified)	8	-10	-4	6	6	-0.7	-1	2
CCCCn1c(N)c(N(CC(C)C)C(=O)c2cnccn2)c(=O)[nH]c1=O	4	-11	-4	-6	9	2.2	7	-1
CCOc1ccc(OCC)c(NC(=O)CSc2nc3ccccc3c(=O)n2C)c1	3	0	-17	10	8	93*	1	-4
O=C(NCC1CCCO1)c1cccc2ccccc12 (stereo unspecified)	4	-4	-13	10	2	0.7	-7	-2
O=C(CSc1ccc2nnc(-c3cccnc3)n2n1)NCc1ccc2c(c1)OCO2	1	42	2	11	-4	-0.1	3	-1
N#C/C(=C\c1ccccc1)c1ccccn1	8	-16	8	0	-4	-0.2	-7	-1
CCc1ccc(C(=O)Nc2cccc(-c3nn[nH]n3)c2)s1	36	-3	46	3	-2	-0.6	3	-1
Cc1cccc(Cc2c(C)nc3c(C(=O)N4CCN(Cc5ccc6c(c5)OCO6)CC4)cnn3c2C)c1	-3	2	1	-274	-9	0.1	-4	-3
CC(C)(C)NC(=O)C1CCN(S(=O)(=O)c2cccc3nsnc23)CC1	0	2	-13	6	7	-2.1	-2	1
Cc1ccc(-c2noc(CN(C)C(=O)c3ccoc3C)n2)cc1	-11	-14	-9	4	-4	2.2	-4	-1
Cc1cc(C)c(CSc2ncc(-c3ccc([N+](=O)[O-])cc3)[nH]2)c(C)c1	-13	22	-33	6	-10	14	2	12*
